Assay outcomes from PubChem BioAssay.
IDH1 R132H inh: qHTS for Inhibitors of mutant isocitrate dehydrogenase 1 (IDH1): qHTS | Isocitrate dehydrogenase [NADP] cytoplasmic (Homo sapiens), O75874 | IDH1-R132H enzyme, NADPH consumption, diaphorase/resazurin fluorescence | Potency, µM (titrated, usually from 76.6 µM), inactives show at the highest dose activity change, negative = inhibition, usual class: inhibitors | 390,000 compounds, 0.093% hits | AID 602179, 2012; further: potency means the concentration at half of the fitted maximal effect; on the % scale 0 is the no-effect control and ±100 the full control effect; nearly all actives have a fitted effect of over 65% in size
Target sequence (O75874 whole entry R132H, stated change not applied): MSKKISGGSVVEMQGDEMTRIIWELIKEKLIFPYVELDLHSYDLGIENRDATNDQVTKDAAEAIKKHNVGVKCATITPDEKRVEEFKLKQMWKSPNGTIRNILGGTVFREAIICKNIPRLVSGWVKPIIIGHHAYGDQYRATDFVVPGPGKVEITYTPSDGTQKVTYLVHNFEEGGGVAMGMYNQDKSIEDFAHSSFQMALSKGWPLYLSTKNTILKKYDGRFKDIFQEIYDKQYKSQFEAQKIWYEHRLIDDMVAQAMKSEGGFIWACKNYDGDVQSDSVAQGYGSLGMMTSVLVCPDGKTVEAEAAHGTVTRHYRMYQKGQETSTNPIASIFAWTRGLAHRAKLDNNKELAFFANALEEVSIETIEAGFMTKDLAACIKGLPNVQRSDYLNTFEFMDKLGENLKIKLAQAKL
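IDH1-R132H (0.5 ug/mL) preincubated 30 min with compound, then NADPH (0.016 mM) and alpha-KG (2 mM) added; 80 min at RT, pH 7.5. Remaining NADPH coupled via diaphorase/resazurin to fluorescence (540/590 nm); concentration-response curves normalized to no-enzyme control.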
TrxR1 inh: qHTS Assay for Inhibitors of Mammalian Selenoprotein Thioredoxin Reductase 1 (TrxR1): qHTS; Thioredoxin reductase 1, cytoplasmic (Rattus norvegicus), O89049; recombinant rTrxR1, NADPH fluorescence consumption, selenite substrate; Potency, µM (top dose mostly 114 µM), inactives show at the highest dose activity change, negative = inhibition, most hits filed as inhibitors; 390,000 compounds, 1% hits; AID 588453, 2011; further: potency means the concentration at half of the fitted maximal effect; on the % scale 0 is the no-effect control and ±100 the full control effect; nearly all actives have a fitted effect of over 65% in size
Target sequence (O89049 whole entry, looked up): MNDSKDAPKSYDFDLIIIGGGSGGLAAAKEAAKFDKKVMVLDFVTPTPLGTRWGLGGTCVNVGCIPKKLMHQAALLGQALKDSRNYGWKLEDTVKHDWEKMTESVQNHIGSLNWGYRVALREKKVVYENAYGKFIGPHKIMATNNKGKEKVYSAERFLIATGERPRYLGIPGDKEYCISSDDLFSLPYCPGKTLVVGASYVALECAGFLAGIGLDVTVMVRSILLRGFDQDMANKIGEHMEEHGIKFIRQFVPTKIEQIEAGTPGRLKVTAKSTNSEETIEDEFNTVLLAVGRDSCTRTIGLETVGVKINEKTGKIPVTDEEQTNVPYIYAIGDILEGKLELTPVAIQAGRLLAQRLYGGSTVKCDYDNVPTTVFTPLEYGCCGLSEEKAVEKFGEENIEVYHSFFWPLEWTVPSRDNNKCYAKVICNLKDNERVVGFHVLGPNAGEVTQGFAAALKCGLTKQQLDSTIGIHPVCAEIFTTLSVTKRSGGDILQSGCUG
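Rat TrxR1 (90 nM in the dispensed reagent) was pre-reduced with 400 uM NADPH for 5 min at room temperature, then incubated with compound for 15 min. After 400 uM selenite was added, NADPH fluorescence (Ex 340/Em 450 nm) was followed for 8 min.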
Vif-A3F inh: qHTS for Inhibitors of Vif-A3F Interactions: qHTS | HeLa A3F-eYFP + Vif (tagged APOBEC3F with the HIV-1 protein that degrades it), YFP fluorescence increase | Potency, µM (titrated, usually from 46.1 µM), without a hit: at the top dose activity, negative = active | 390,000 compounds, 0.2% hits; further: potency means the concentration at half of the fitted maximal effect; % of control where 0% means no effect; nearly all actives have a fitted effect of over 65% in size
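HeLa cells stably expressing Vif plus C-terminally eYFP-tagged A3F were seeded, incubated overnight at 37 deg C, dosed with compound, incubated overnight again at 37 deg C. Yellow fluorescence (Ex 488/Em 500-530) reported blocked Vif-mediated A3F-eYFP degradation.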
Vif-A3G inh: qHTS for Inhibitors of Vif-A3G Interactions: qHTS. HeLa A3G-eYFP + Vif (tagged APOBEC3G with the HIV-1 protein that degrades it), YFP fluorescence, overnight. 410,000 compounds, 0.076% hits. Potency, µM (doses to about 46.1 µM), for inactives: at the top dose activity, negative = active, hits mostly inhibitors;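 further: potency means the concentration at half of the fitted maximal effect; on the % scale 0 is the no-effect control and ±100 the full control effect; nearly all actives have a fitted effect of over 60% in size; hits raise eYFP signal because A3G escapes Vif-driven loss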
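Read-out is eYFP fluorescence (Ex 488/Em 500-530) from Vif-expressing HeLa A3G-eYFP cells; more signal means A3G escaped Vif-mediated degradation. Cells plated overnight, compound pinned in, incubated overnight at 37 deg C.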
LDHA inh: qHTS assay for inhibitors of human lactate dehydrogenase | L-lactate dehydrogenase A chain (Homo sapiens), P00338 | purified LDHA, NADH/diaphorase-resazurin fluorescence; hits give low values | activity change, % (values are at about 110 or 230 µM) | 480,000 compounds, 0.15% hits | AID 1347041, 2019; in the data active means activity change below about -30%; inconclusive means mostly about -25% to -30%;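 further: plate controls were DMSO wells for no effect and wells without enzyme for full effect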
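LDH5 2 nM; NADH 0.06 mM, pyruvate 0.2 mM; 200 mM Tris pH 7.4, EDTA, Tween-20; 5 min RT. Detection: diaphorase 0.133 mg/mL + resazurin 37 µM, fluorescence ex540/em590 at 0 and 20 min; normalized to enzyme-free and DMSO wells.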
RGS4 inh: Inhibitors of Regulator of G Protein Signaling (RGS) 4: qHTS; Regulator of G-protein signaling 4 (Homo sapiens), P49798; Potency, µM (top dose mostly 114 µM), without a hit: at the highest dose activity change, negative = inhibition, actives largely listed as inhibitors; Transcreener GDP fluorescence polarization, RGS4-accelerated GTP hydrolysis; 390,000 compounds, 0.039% hits; AID 504845, 2011; further: potency means the concentration at half of the fitted maximal effect; on the % scale 0 is the no-effect control and ±100 the full control effect; nearly all actives have a fitted effect of over 75% in size; some results filed as inactive show a strong effect at the top dose
Target sequence (P49798 whole entry, looked up): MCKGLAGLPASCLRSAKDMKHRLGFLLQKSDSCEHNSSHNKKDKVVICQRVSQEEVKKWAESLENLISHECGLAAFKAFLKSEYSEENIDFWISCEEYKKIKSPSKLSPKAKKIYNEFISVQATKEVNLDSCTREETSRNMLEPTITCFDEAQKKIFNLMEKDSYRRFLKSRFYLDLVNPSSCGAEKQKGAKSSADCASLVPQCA
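MLSMR compounds (23 nl, pin-transferred) preincubated 10 min at room temperature with a 500nM (2x) first reagent, then RGS4 at 900nM (2x) plus Transcreener GDP mix added; fluorescence polarization (620/688 nm) read before and after 90 min at 30 °C.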
USP1-UAF1 inh: Inhibitors of USP1/UAF1: Primary Screen; Ubiquitin carboxyl-terminal hydrolase 1 (Homo sapiens), O94782; recombinant USP1/UAF1, Ub-Rhodamine cleavage fluorescence; Potency, µM (titrated, usually from 57.1 µM), for inactives: at the top dose activity change, negative = inhibition, usual class: inhibitors; 390,000 compounds, 0.23% hits; AID 743255, 2014; further: potency means the concentration at half of the fitted maximal effect; on the % scale 0 is the no-effect control and ±100 the full control effect; nearly all actives have a fitted effect of over 60% in size; inactives centre near -12
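USP1/UAF1 complex (1 nM) preincubated 15 min at room temperature with compound, then Ub-Rho substrate (150 nM final) added. Kinetic fluorescence at 480/540 nm over 6 reads at 60 s intervals; 50 mM HEPES pH 7.8, 0.5 mM EDTA, 0.1 mg/ml BSA, 1 mM TCEP, 0.01% Tween-20.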
GRP78 ERSR act: qHTS for Inducers of the Endoplasmic Reticulum Stress Response (ERSR) in Human Glioma: qHTS. U87-MG GRP78 promoter luciferase reporter, 16 h. 420,000 compounds, 0.02% hits. Potency, µM, for inactives: top-dose activation, usual class: activators; further: potency means the concentration at half of the fitted maximal effect; series mostly up to about 76 µM; % of control where 0% means no effect; nearly all actives have a fitted effect of over 35% in size
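ERSR induction read as luciferase luminescence (Bright-Glo, 10 min at room temperature) in stably transfected human U87-MG glioma cells exposed to compounds for 16 h, using GRP78 as sensor.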
TrxR1 substrate: qHTS Assay for Substrates of Mammalian Selenoprotein Thioredoxin Reductase 1 (TrxR1): qHTS; Thioredoxin reductase 1, cytoplasmic (Rattus norvegicus), O89049; purified TrxR1 substrate turnover, NADPH consumption readout; Potency, µM (series often up to 114 µM), without a hit: at the top dose activity change, negative = substrate turnover; 390,000 compounds, 0.01% hits; AID 588456, 2011; further: potency means the concentration at half of the fitted maximal effect; on the % scale 0 is the no-effect control and ±100 the full control effect; nearly all actives have a fitted effect of over 50% in size
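Rat TrxR1, dispensed at 90 nM, was prereduced with 400 uM NADPH (final) for 5 min at ~22 deg C, then incubated with compound 15 min before 400 uM selenite. A first-read NADPH fluorescence drop versus no-compound background flagged substrates.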
The depositor's hits bear a star; & = joins results of further samples; [ ] = dose if it differs, or a comment. Unless noted, the call rests on the fitted dose curve; in most records, active means well fitted curve in the direction sought with a large enough effect; inconclusive means small, poorly fitted or top-dose-only effect, or another doubt; inactive means no such curve, though single readings can be large; an effect the other way counts as inactive or inconclusive. Not all compounds are listed; the hit share may differ from the screen's.

What do the screens show for `COc1ccc(-c2cc(C(=O)NCC(c3ccco3)N(C)C)c3ccccc3n2)cc1OC` (stereo not drawn)?
IDH1 R132H inh: 2%; TrxR1 inh: inconclusive; Vif-A3F inh: -3%; Vif-A3G inh: -3%; LDHA inh: -5; RGS4 inh: 4%; USP1-UAF1 inh: -18%; GRP78 ERSR act: -3%; TrxR1 substrate: -6%

Results for O=C(O)C1(S(=O)(=O)c2ccc(Cl)cc2)CCC1 ?
IDH1 R132H inh: 0%; TrxR1 inh: 19%; Vif-A3F inh: -8%; Vif-A3G inh: 1%; LDHA inh: -11; RGS4 inh: 15%; USP1-UAF1 inh: 1%; GRP78 ERSR act: -3%; TrxR1 substrate: 4%

Results for CCOc1ccc(CCN2CN(C3CCCCC3)CNC2=S)cc1OCC ?
IDH1 R132H inh: 2%; TrxR1 inh: -4%[57.1 µM]; Vif-A3F inh: -5%; Vif-A3G inh: 0%; LDHA inh: -4; RGS4 inh: -9%; USP1-UAF1 inh: -10%; GRP78 ERSR act: -2%; TrxR1 substrate: 8%[57.1 µM]

Results for O=C(N/N=C/c1ccncc1)c1cc2ccccc2cc1O ?
IDH1 R132H inh: 0%; TrxR1 inh: 29%; Vif-A3F inh: 8%; Vif-A3G inh: -9%; LDHA inh: 2; RGS4 inh: -52%; USP1-UAF1 inh: -20%; GRP78 ERSR act: inconclusive; TrxR1 substrate: -3%

Results for CCc1ccc(CNC(=O)CN2C(=O)c3cccnc3Oc3ccc(C)cc32)cc1 ?
IDH1 R132H inh: 3%; TrxR1 inh: 8%; Vif-A3F inh: -1%; Vif-A3G inh: 2%; LDHA inh: 1; RGS4 inh: -13%; USP1-UAF1 inh: 7%; GRP78 ERSR act: -2%; TrxR1 substrate: 1%

Results for O=C(O)CNS(=O)(=O)c1cccc2nsnc12 ?
IDH1 R132H inh: 10%; TrxR1 inh: 16%; Vif-A3F inh: 6%; Vif-A3G inh: 1%; LDHA inh: -4; RGS4 inh: 14%; USP1-UAF1 inh: -17%; GRP78 ERSR act: -6%; TrxR1 substrate: 1%

Results for O=C(Cn1c(=O)nc(-c2ccccc2)c2cc(Cl)ccc21)N1CCN(c2ccccc2F)CC1 ?
IDH1 R132H inh: 0%; TrxR1 inh: 18%[57.1 µM]; Vif-A3F inh: -1%; Vif-A3G inh: 2%; LDHA inh: -16; RGS4 inh: 28%; USP1-UAF1 inh: inconclusive; GRP78 ERSR act: -1%; TrxR1 substrate: 4%[57.1 µM]

How did COc1cc(OC)cc(-c2c(-c3cccs3)c3cc(-c4ccc5c(c4)OCCO5)ccc3n2C)c1 do in these assays?
IDH1 R132H inh: 6%; TrxR1 inh: inconclusive; Vif-A3F inh: 3%; Vif-A3G inh: -10%; LDHA inh: 0; RGS4 inh: -22%; USP1-UAF1 inh: inconclusive; GRP78 ERSR act: -3%; TrxR1 substrate: 27%

What do the screens show for `Cc1ccnc2nc(C(=O)NCc3ccccc3)nn12`?
IDH1 R132H inh: 0%; TrxR1 inh: 19%[57.1 µM]; Vif-A3F inh: 6%; Vif-A3G inh: -3%; LDHA inh: -2; RGS4 inh: -6%; USP1-UAF1 inh: -21%; GRP78 ERSR act: -4%; TrxR1 substrate: 3%[57.1 µM]

What do the screens show for `CCc1ccc(C2=NN(C(=O)CCC(=O)O)C(c3cccs3)C2)cc1` (stereo not drawn)?
IDH1 R132H inh: 1%; TrxR1 inh: 12%; Vif-A3F inh: 0%; Vif-A3G inh: -10%; LDHA inh: -14; RGS4 inh: 13%; USP1-UAF1 inh: -8%; GRP78 ERSR act: 4%; TrxR1 substrate: 3%

How did Cn1ccnc1SCC(=O)Nc1ccc2nc(SCC(=O)NC3CC3)sc2c1 do in these assays?
IDH1 R132H inh: 3%; TrxR1 inh: 11%[57.1 µM]; Vif-A3F inh: 8%; Vif-A3G inh: -4%; LDHA inh: 0; RGS4 inh: -43%; USP1-UAF1 inh: -1%; GRP78 ERSR act: 1%; TrxR1 substrate: -5%

What do the screens show for `Cn1c(=O)oc2cc(S(=O)(=O)NCCc3ccccc3)ccc21`?
IDH1 R132H inh: 8%; TrxR1 inh: 21%; Vif-A3F inh: -9%; Vif-A3G inh: -7%; LDHA inh: -7; RGS4 inh: 7%; USP1-UAF1 inh: 2%; GRP78 ERSR act: -2%; TrxR1 substrate: 3%

Results for CC1CCCCN1C(=O)/C(=C\c1ccccc1)c1ccccc1 (stereo not drawn) ?
IDH1 R132H inh: 9%; TrxR1 inh: 17%; Vif-A3F inh: -10%; Vif-A3G inh: 1%; LDHA inh: 3; RGS4 inh: 13%; USP1-UAF1 inh: -6%; GRP78 ERSR act: -2%; TrxR1 substrate: 3%

How did Cc1csc(NC(=O)CSC2=NS(=O)(=O)c3cc(F)ccc3N2)n1 do in these assays?
IDH1 R132H inh: -2%; TrxR1 inh: -11%; Vif-A3F inh: -5%; Vif-A3G inh: 0%; LDHA inh: -3; RGS4 inh: 8%; USP1-UAF1 inh: -5%; GRP78 ERSR act: -4%; TrxR1 substrate: -12%

How did CNS(=O)(=O)c1cc(OC)c(OC)cc1CC(=O)OC do in these assays?
IDH1 R132H inh: -3%; TrxR1 inh: 7%; Vif-A3F inh: 8%; Vif-A3G inh: 1%; LDHA inh: -6; RGS4 inh: 10%; USP1-UAF1 inh: -3%; GRP78 ERSR act: -5%; TrxR1 substrate: 1%

How did CCOC(=O)c1c(NC(=O)c2cc(CC)on2)sc(C)c1C do in these assays?
IDH1 R132H inh: 12%; TrxR1 inh: -3%; Vif-A3F inh: -1%; Vif-A3G inh: -5%; LDHA inh: 1; RGS4 inh: inconclusive; USP1-UAF1 inh: inconclusive; GRP78 ERSR act: -4%; TrxR1 substrate: 1%

What do the screens show for `O=C(N/C(=C\c1ccc(Br)cc1)c1nc2ccccc2[nH]1)c1ccco1`?
IDH1 R132H inh: -3%; TrxR1 inh: 7%; Vif-A3F inh: -12%; Vif-A3G inh: 0%; LDHA inh: -7; RGS4 inh: 3%; USP1-UAF1 inh: -8%; GRP78 ERSR act: 11%; TrxR1 substrate: 12%

What do the screens show for `CCOc1ccc(NC(=O)N2CCC(C(N)=O)(N3CCCCC3)CC2)cc1`?
IDH1 R132H inh: -9%&-5%; TrxR1 inh: 15%&11%; Vif-A3F inh: -2%&-1%; Vif-A3G inh: -3%&1%; LDHA inh: -1&-12; RGS4 inh: 2%&2%; USP1-UAF1 inh: -16%&-3%; GRP78 ERSR act: -4%&-4%; TrxR1 substrate: -1%&-2%

Results for COc1ccccc1Cc1nc2ccccc2nc1SCC(=O)N1CCCc2ccccc21 ?
IDH1 R132H inh: -1%; TrxR1 inh: 37%[activator][57.1 µM]; Vif-A3F inh: 6%; Vif-A3G inh: -2%; LDHA inh: 4; RGS4 inh: 5%; USP1-UAF1 inh: 6%; GRP78 ERSR act: -4%; TrxR1 substrate: 5%[57.1 µM]

How did CN(C(=O)CSc1n[nH]c(=O)[nH]c1=O)c1ccccc1 do in these assays?
IDH1 R132H inh: -14%; TrxR1 inh: 4%; Vif-A3F inh: -12%; Vif-A3G inh: 2%; LDHA inh: -17; RGS4 inh: 12%; USP1-UAF1 inh: -7%; GRP78 ERSR act: -2%; TrxR1 substrate: 0%

How did CCOc1ccc(NCc2cccn2-c2nnc(N3CCC(C(=O)NCCCN4C(C)CCCC4C)CC3)s2)cc1 (stereo not drawn) do in these assays?
IDH1 R132H inh: 15%; TrxR1 inh: -8%; Vif-A3F inh: -8%; Vif-A3G inh: 2%; LDHA inh: 5; RGS4 inh: -5%[11.4 µM]; USP1-UAF1 inh: -21%; GRP78 ERSR act: -6%; TrxR1 substrate: -3%

What do the screens show for `O=C(N/C(=C/c1ccc(Br)cc1)C(=O)N1CCOCC1)c1ccc(Br)o1`?
IDH1 R132H inh: -3%; TrxR1 inh: 16%; Vif-A3F inh: 0%; Vif-A3G inh: -14%; LDHA inh: -10; RGS4 inh: 5%; USP1-UAF1 inh: -26%; GRP78 ERSR act: -7%; TrxR1 substrate: 3%

What do the screens show for `Cc1ccc(NC(=O)Cn2cc3c(n2)CCCCC3)cc1`?
IDH1 R132H inh: 10%; TrxR1 inh: 20%; Vif-A3F inh: -4%; Vif-A3G inh: 3%; LDHA inh: -7; RGS4 inh: 25%; USP1-UAF1 inh: 8%; GRP78 ERSR act: -1%; TrxR1 substrate: 13%
